Screening results from PubChem.
mHTT CaM bind: disrupts binding of mutant huntingtin to calmodulin. P42858. AlphaScreen His-mHTT/GST-CaM binding, luminescence. inhibition, % at 15 µM. 190,000 compounds, 3.6% hits;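 also: 0% = both proteins with DMSO and 100% = one protein alone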
Target sequence (P42858 whole entry, looked up, stated change not applied): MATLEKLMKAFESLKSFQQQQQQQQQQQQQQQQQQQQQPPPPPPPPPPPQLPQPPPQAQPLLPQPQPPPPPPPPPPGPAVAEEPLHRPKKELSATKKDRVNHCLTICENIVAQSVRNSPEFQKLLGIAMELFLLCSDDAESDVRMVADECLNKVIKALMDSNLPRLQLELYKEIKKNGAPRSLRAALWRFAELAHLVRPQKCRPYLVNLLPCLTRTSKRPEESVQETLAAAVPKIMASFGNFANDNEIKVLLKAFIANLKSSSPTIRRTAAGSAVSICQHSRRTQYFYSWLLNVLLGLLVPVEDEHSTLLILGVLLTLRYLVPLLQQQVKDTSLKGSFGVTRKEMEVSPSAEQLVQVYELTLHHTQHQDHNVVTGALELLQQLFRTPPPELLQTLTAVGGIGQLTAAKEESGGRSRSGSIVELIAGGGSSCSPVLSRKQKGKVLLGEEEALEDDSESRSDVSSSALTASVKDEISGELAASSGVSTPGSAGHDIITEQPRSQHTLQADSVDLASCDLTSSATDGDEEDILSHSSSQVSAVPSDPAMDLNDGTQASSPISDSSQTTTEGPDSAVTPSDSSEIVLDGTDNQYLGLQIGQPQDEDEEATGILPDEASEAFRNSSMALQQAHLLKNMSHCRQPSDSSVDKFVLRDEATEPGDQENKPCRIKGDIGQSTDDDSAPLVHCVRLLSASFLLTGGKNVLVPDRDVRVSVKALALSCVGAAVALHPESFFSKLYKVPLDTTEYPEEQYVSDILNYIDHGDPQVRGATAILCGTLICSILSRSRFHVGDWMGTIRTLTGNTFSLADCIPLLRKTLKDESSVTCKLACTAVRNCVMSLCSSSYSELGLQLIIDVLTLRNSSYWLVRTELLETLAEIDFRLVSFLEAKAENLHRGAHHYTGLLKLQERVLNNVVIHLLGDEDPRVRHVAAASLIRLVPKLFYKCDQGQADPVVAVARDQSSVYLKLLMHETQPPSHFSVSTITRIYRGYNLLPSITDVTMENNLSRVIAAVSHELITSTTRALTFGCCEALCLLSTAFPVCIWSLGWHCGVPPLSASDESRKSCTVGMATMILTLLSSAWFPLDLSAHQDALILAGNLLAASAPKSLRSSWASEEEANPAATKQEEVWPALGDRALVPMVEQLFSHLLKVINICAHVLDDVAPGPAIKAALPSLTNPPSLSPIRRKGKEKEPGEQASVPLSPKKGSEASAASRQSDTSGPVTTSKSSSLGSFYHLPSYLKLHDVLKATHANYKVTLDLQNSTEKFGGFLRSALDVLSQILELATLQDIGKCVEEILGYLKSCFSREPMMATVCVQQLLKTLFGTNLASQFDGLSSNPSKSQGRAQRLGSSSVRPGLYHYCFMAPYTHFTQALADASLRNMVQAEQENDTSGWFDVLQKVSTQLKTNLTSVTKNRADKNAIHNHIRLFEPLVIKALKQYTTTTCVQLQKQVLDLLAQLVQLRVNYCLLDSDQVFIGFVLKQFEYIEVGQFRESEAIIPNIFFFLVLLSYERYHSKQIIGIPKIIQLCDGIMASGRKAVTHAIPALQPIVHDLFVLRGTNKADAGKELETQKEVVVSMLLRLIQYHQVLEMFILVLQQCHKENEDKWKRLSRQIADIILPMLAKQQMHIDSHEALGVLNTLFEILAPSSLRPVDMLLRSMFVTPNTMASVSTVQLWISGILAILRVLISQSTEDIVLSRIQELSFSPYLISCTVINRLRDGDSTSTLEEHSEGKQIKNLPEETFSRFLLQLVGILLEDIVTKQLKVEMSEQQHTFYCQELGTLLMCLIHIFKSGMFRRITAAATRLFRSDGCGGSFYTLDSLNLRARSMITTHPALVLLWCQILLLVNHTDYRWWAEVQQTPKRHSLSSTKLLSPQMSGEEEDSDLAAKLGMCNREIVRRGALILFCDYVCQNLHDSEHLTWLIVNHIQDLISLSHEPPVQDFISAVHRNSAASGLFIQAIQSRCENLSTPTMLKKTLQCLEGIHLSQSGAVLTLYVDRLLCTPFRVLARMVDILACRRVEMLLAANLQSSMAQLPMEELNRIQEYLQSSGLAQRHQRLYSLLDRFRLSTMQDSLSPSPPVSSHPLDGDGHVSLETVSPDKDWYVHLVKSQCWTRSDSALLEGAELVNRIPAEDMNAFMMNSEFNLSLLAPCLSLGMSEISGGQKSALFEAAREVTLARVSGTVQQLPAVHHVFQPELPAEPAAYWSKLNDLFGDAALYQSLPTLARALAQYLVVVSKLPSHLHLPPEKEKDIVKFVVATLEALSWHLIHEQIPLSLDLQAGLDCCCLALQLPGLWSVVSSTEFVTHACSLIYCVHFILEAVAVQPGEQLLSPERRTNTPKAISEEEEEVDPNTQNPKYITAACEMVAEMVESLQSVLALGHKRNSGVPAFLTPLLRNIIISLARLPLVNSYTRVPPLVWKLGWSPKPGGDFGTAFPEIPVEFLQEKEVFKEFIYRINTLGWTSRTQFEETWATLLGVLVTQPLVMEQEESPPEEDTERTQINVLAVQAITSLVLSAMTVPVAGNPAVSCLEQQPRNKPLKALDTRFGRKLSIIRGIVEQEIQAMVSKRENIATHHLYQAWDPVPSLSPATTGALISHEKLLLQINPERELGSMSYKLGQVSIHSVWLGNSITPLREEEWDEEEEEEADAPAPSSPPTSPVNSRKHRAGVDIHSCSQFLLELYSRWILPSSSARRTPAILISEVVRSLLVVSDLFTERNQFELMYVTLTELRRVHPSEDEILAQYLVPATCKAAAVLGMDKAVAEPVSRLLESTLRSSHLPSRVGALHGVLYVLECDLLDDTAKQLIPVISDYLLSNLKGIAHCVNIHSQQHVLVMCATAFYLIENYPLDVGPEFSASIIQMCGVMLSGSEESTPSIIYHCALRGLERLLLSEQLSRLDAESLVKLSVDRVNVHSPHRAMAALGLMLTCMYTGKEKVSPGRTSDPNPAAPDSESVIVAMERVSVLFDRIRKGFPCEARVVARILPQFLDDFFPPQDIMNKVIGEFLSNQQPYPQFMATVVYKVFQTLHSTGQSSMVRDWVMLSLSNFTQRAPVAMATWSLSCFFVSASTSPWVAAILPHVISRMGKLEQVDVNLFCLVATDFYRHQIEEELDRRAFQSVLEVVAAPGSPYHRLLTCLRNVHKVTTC
Pf apPOL block: Pf-apPOL DNA polymerase inhibition | 210,000 compounds, 0.25% hits | inhibition, % at 10 µM | Recombinant Pf-apPOL, molecular beacon fluorescence, 1.5 h
* marks the source's active call; other numbers are inactive results; i = inactive; · = no result given; & = joins results of further samples. Rule as the data show it: active = inhibition above about 50%; inactive = the rest.

SMILES	mHTT CaM bind	Pf apPOL block
CCc1ccc(N2CC(C(=O)N3CCCC3)CC2=O)cc1 (centres undefined)	0	-10
COc1ccc(N2CCN(C(=O)c3sccc3C)CC2)cc1	7	-2
O=C(Cc1ccc(F)cc1)N1CCCCCC1	-3	-2
Cc1cccc(NC(=O)C2CCCN(c3nc4c(s3)c(C)nn4-c3ccccc3)C2)c1 (centres undefined)	0	4
O=C1C=C(Nc2ccc(Cl)cc2)C(=O)N1c1cccc(C(F)(F)F)c1	-4	0
O=C(Nc1ccccc1)N1CCN(C(C(=O)N2CCCC2)C2CCCC2)CC1 (centres undefined)	12	-3
C[n+]1ccc(/C=C/c2ccc3c(c2)OCO3)c2ccccc21	8	-13
CCc1nnc2c(NC(=O)Cc3ccccc3Cl)cccn12	0	-3
O=C(Nc1cccc(-c2nc3ccccc3c(=O)o2)c1)c1ccccc1	1	-3
CS(=O)(=O)N1CCN(c2ccc([N+](=O)[O-])c(NCc3ccco3)c2)CC1	26	-4
Cc1ccc(-n2cnc3c(sc4nccc(N(C)C)c43)c2=O)cc1	-9&1	-4&-6
COc1ccc(C(=O)N2CCN(c3ccccc3C)C(=O)C2C)cc1 (centres undefined)	3	-1
O=C1C(=Cc2cccnc2)Oc2cc(O)ccc21	4	-4
CCCNC(=O)c1cc2c(n1C)CCN(Cc1cccc(C)c1)C2	23	10
C=CCN(c1ccccc1)S(=O)(=O)c1ccc2[nH]cc(C(=O)NCCCCCC)c(=O)c2c1	18	-12
Cc1cc(C)n2nc(SCC(=O)NC3CCCCC3C)nc2n1 (centres undefined)	4	-12
O=C(O)c1c2c(nc3ccc(F)cc13)CCCC2	·	10
CC(=O)Nc1ccc(NC(=O)c2ccc(N(C)C)cc2)cc1	6	-6
CCc1nc(C)n2ccn(CCOc3ccccc3)c(=O)c12	4	-5
CN(C)c1ccc(/C=C2\N=C(c3ccc(Cl)c(Cl)c3)OC2=O)cc1	0	10
O=C(NCc1cccc(F)c1)c1cc2sccc2n1CC1CC1	38	-7
C(=N\n1cnnc1)/c1ccc2c(c1)OCO2	i	·
CC(=O)c1cccc(NC(=O)c2ccno2)c1	-15	-6
CC(=O)NS(=O)(=O)c1ccc(NC(=O)c2ccc([N+](=O)[O-])cc2)cc1	8	3
COc1cc(OC)c2c(=O)c(-c3ccccc3OC)coc2c1	-1	-18
Cc1noc(C2(NC(=O)c3ccc4c(c3)OCO4)CCCCC2)n1	-6&-18	-9&-4
O=C(c1ccncc1)N1CCC(Oc2cc(N3CCCCC3)ncn2)C1 (centres undefined)	4	0
Cc1nc2cc(-c3ccc(F)cc3)[nH]n2c(=O)c1C	6	-1
COc1ccc(N2C(=O)CC(N3CCC(C)CC3)C2=O)cc1 (centres undefined)	-2	-3
COc1ccc(C(O)CN2CCN(c3ncccn3)CC2)cc1OC (centres undefined)	5	2
Cc1ccc(-n2c(NCCO)nc3c(c2=O)C2(CCCC2)Cc2ccccc2-3)cc1	30	-1
Cc1ccc(S(=O)(=O)c2nc(-c3ccc(Br)cc3)oc2N2CCOCC2)cc1	2	1
COc1ccc(C)cc1NS(=O)(=O)c1cccs1	-6	-14
c1cc[n+](CC[n+]2ccccc2)cc1	-1	·
CCCc1cc(=O)[nH]c(N=C(N)Nc2cccc(C)c2)n1	5	-1
Cc1cc(C)cc(S(=O)(=O)N2CCc3c(c(COc4ccc(F)cc4)nn3C)C2)c1	-3	-3
Cc1cc(C(=O)NC(C)C(=O)NCc2ccc(F)cc2)no1 (centres undefined)	-3	0
O=C(NCCCN1CCCC1)c1cc2cc3ccc(Cl)cc3nc2o1	5	-4
Cc1ccc(N2CCN(C(=O)NC(C)C)C(C)C2=O)cc1F (centres undefined)	-3	1
CCCN1CCN(C(=O)c2c(C)sc3c(=O)n(C4CCCCC4)cnc23)CC1	1	-1
NC1(N)OC(CN2C(=O)c3ccccc3C2=O)CS1 (centres undefined)	-4	-3
O=C1CSc2nc3ccccc3n21	-1	2
CN1CCN(c2nc3ccc(NC(=O)c4nc5ccccc5s4)cc3s2)CC1	-3	-2
COc1ccc(C2SCCN2C(=O)c2cc3ccccc3oc2=O)cc1Br (centres undefined)	-2	-6
CC(C)(O)C#Cc1ccc(C(=O)Nc2ccc(OC(F)(F)Cl)cc2)cc1	-5	-6
NC(C(=O)O)C(O)c1ccccc1 (centres undefined)	5	3
N#Cc1nccnc1Sc1ccc(Cl)cc1	·	0
O=C(NCc1ccncc1)C1CCN(c2nccn3nc(-c4ccc(F)cc4)cc23)CC1	5	-1
CCCCOc1ccc(NC(=O)N2CC(c3nc(C)no3)C2)cc1	-13	-11
CCc1ccccc1NC(=O)C1CC(=O)N(c2ccccc2)C1 (centres undefined)	-10	1
Cc1nc2ccc(N=Cc3ccc(N(C)C)cc3)cc2s1	4	1
NC(=O)C1CCN(C(=O)c2ccc([N+](=O)[O-])cc2)CC1	-2	7
CC1=C(C(=O)Nc2ccc(C)cn2)C(c2cccc([N+](=O)[O-])c2)C2=C(CCCC2=O)N1 (centres undefined)	6	-2
COc1cc(C(=S)N2CCN(C)CC2)cc(OC)c1OC	3	-2
CCC(C)NC(=O)C1CCN(c2ccc3c(c2)CCC3)C1=O (centres undefined)	4	-6
COc1ccccc1OCC(=O)Nc1ncc(Cc2ccc(Cl)cc2)s1	10&-8	-2&-6
O=C(Nc1ccc(F)cc1F)N1CCC2(CC1)Nc1ccccc1-n1cccc12	54*	7
O=C(NCC1CCCO1)c1cn(Cc2ccc(F)cc2)nc1OCc1ccc(F)cc1 (centres undefined)	43	-27
CN(C)S(=O)(=O)N1CCN(Cc2ccc3c(c2)OCO3)CC1	-2	·
O=C(NC1CCN(Cc2ccccc2)CC1)c1cn2c(n1)CCCC2	27	3

Quoted from the listing:
Result for `N#Cc1nccnc1Sc1ccc(Cl)cc1` under Pf apPOL block: 0
Result for `COc1ccccc1OCC(=O)Nc1ncc(Cc2ccc(Cl)cc2)s1` under mHTT CaM bind: 10&-8
Result for `O=C(NCc1ccncc1)C1CCN(c2nccn3nc(-c4ccc(F)cc4)cc23)CC1` under Pf apPOL block: -1
Result for `O=C(Nc1ccc(F)cc1F)N1CCC2(CC1)Nc1ccccc1-n1cccc12` under Pf apPOL block: 7
Result for `Cc1nc2ccc(N=Cc3ccc(N(C)C)cc3)cc2s1` under mHTT CaM bind: 4

The results go on.
SMILES	mHTT CaM bind	Pf apPOL block
CCOCCCNC(=O)N1CCC(N2CCN(Cc3cccc(C)c3)C2=O)CC1	4	-6
O=C(NCc1ccncc1)C1CC(=O)N(c2ccc3c(c2)CCN3C(=O)C2CC2)C1 (centres undefined)	4	-1
O=C(Nc1cccc(Cl)c1)N1CCOc2ccccc21	-14	1
Cc1ccc(CC(=O)N2CCc3cn(C)c4cccc(c34)C2)cc1	42	-6
COc1cc(C2C(C#N)=C(N)OC3=C2C(=O)CCC3)cc(Br)c1OC (centres undefined)	7	6
CCC(C(=O)O)N1C(=O)C(=Cc2cc(OC)c(OC)c(OC)c2)SC1=S (centres undefined)	19	2
COc1ccc(OCc2noc(CNC(=O)c3ccccc3C(F)(F)F)n2)cc1	-17	-7
O=S1(=O)CCC(N2CCCCC2)C1 (centres undefined)	-7	6
CC(C)Sc1ccc(CC(=O)Nc2ccc(CC(=O)NC3CC3)cc2)cc1	-11	-5
COc1ccc(CN(C(=O)c2ccco2)C2CC(C)N(C)CC2C)cc1 (centres undefined)	0	4
Cc1cc(C)n2nc(CC(=O)NC3CCCCC3)nc2n1	1	-16
COc1ccc(C(=O)N2CCc3cn(C)c4cccc(c34)C2)c(OC)c1	47	-2
CCOC(=O)C(=O)NCC(c1ccc2c(c1)OCO2)N1CCOCC1 (centres undefined)	-14	-6
CC1=C(C(N)=O)C(c2ccc(Cl)cc2)n2nc(SCc3ccccc3)nc2N1 (centres undefined)	4	-7
Cc1noc(COC2CCCN(C(=O)c3ccc4cc[nH]c4c3)C2)n1 (centres undefined)	1	-1

Part of the list above, with bars between the fields:
Compound | mHTT CaM bind | Pf apPOL block
COc1ccc(CN(C(=O)c2ccco2)C2CC(C)N(C)CC2C)cc1 (centres undefined) | 0 | 4
Cc1cc(C)n2nc(CC(=O)NC3CCCCC3)nc2n1 | 1 | -16
COc1ccc(C(=O)N2CCc3cn(C)c4cccc(c34)C2)c(OC)c1 | 47 | -2
CCOC(=O)C(=O)NCC(c1ccc2c(c1)OCO2)N1CCOCC1 (centres undefined) | -14 | -6
CC1=C(C(N)=O)C(c2ccc(Cl)cc2)n2nc(SCc3ccccc3)nc2N1 (centres undefined) | 4 | -7
Cc1noc(COC2CCCN(C(=O)c3ccc4cc[nH]c4c3)C2)n1 (centres undefined) | 1 | -1

Back to the main list with the 2 entries that preceded the break.
SMILES	mHTT CaM bind	Pf apPOL block
CC1=C(C(N)=O)C(c2ccc(Cl)cc2)n2nc(SCc3ccccc3)nc2N1 (centres undefined)	4	-7
Cc1noc(COC2CCCN(C(=O)c3ccc4cc[nH]c4c3)C2)n1 (centres undefined)	1	-1
CCN(CC)c1ccc(Nc2nc(-c3c(C)nc4ccccn34)cs2)cc1	97*	64*
Cc1ccc(CCN2C(=O)CCC2(C)C(=O)NCCC(C)C)cc1 (centres undefined)	-10	-1
CC(C)NC(=O)C1CCN(c2cnn(Cc3ccccc3)c(=O)c2)CC1	7	-5
CC(C)CCN1CC(C(=O)NC2CCCCC2)CC1=O (centres undefined)	1	-12
Cc1ccc(S(=O)(=O)C(CC(=O)c2ccccc2)c2ccco2)cc1 (centres undefined)	2	0
Cc1cc(O)c(CN2CCN(CCO)CC2)c2c1C(=O)C(=Cc1cccs1)O2	-3	-5
O=[N+]([O-])c1cccc(C2=Nn3c(Cc4ccc(Cl)cc4)nnc3SC2)c1	-8	-39
Cn1nc(COCc2ccccc2)c2c1CCN(S(=O)(=O)c1ccccc1F)C2	-10	1
COc1ccccc1-c1noc(C2CCCN2C(=O)COc2ccccc2C)n1 (centres undefined)	3	-1
CCc1c(C)sc(NC(=O)c2cccnc2)c1C(N)=O	3	-2
O=C(NCc1ccc2c(c1)OCO2)Nc1ccc(OCc2ccccc2)cc1	·	-3&-1
Cn1nc(C(=O)NCc2ccccc2)c2c1CCN(C(=O)c1cccc(Cl)c1)C2	81*	-11
CC(C)C[C@H]1COc2c(Cl)cccc2S(=O)(=O)N1Cc1cccc(Cl)c1	-13	-3
Cc1ccc(N=Cc2nc(-c3ccccc3)oc2O)cc1	9	-8
Cc1ccc2oc(-c3cccc(N4C(=O)c5cccnc5C4=O)c3)nc2c1	5	-8
CCn1cc(S(=O)(=O)N2CCC(c3cc4n(n3)CCCNC4=O)CC2)cn1	-5	-1
O=C(Nc1nnc(-c2ccc([N+](=O)[O-])cc2)s1)Nc1ccccc1F	-1	-15
Cc1cccc(C)c1NC(=O)C1(NC(=O)c2cnccn2)CCCC1	4	-4
COc1ccccc1C1CC(c2ccc(F)cc2)Nc2nc(N)nn21 (centres undefined)	62*	-3
O=C(CCN1C(=O)c2ccccc2C1=O)Nc1ccc(Br)cc1C(=O)O	-3	-18
CCC(C)Nc1nc(-c2ccccc2O)nc2ccccc12 (centres undefined)	-85	3
O=C(C1CC1)N1CCN=C1SCc1ccc(Br)cc1	-11	-4
CC(=O)c1ccc(NC(=O)CSc2nc3ccccc3[nH]2)cc1	4	1
CCC(=O)N1CCN(c2nc3c(s2)CC(C(=O)NCCc2cccs2)CC3)CC1 (centres undefined)	11	1
COc1cc(/C=C2\C(=O)ON=C2C)cc(Br)c1O	10	12
O=[N+]([O-])c1ccc(-c2nc(C=Nc3ccc(Cl)c([N+](=O)[O-])c3)c(O)o2)cc1	11	0
CCOCCCn1c(=N)c(S(=O)(=O)c2ccc(C)cc2)cc2c(=O)n3cccc(C)c3nc21	-1	9
COc1ccc(OC)c2[nH]c(=O)c(CCNC(=O)c3ccccc3F)cc12	-2	-10
O=C(c1ccsc1)N1CCCC1c1nc(-c2ccccc2)n[nH]1 (centres undefined)	-4	-2
CCC(=O)Nc1cccc(-c2noc(C3CCN(C(=O)c4ccc(F)cc4)CC3)n2)c1	20	-2

Some of the entries so far, as a markdown table:
| Compound | mHTT CaM bind | Pf apPOL block |
| --- | --- | --- |
| COc1ccc(OC)c2[nH]c(=O)c(CCNC(=O)c3ccccc3F)cc12 | -2 | -10 |
| O=C(Nc1nnc(-c2ccc([N+](=O)[O-])cc2)s1)Nc1ccccc1F | -1 | -15 |

The listing continues:
SMILES	mHTT CaM bind	Pf apPOL block
COc1ccc(C(=O)C=Cc2cccc(OC(=O)C3CC3)c2)cc1	1	1
CCC(=O)N1CCc2cc(N3CC(C(=O)Nc4ccccc4OC)CC3=O)ccc21 (centres undefined)	-5	-5
Cc1nc(N)c(C#N)c(-c2ccc(Cl)cc2)c1C	3	-1
Cn1nc(-c2nc(Cc3ccccc3)no2)c2c1CCN(C(=O)NC(C)(C)C)C2	31	-5
O=C1C=CC(=O)N1c1ccc(-c2nc3ccccc3o2)cc1	53*	-2
COc1ccc(C2C(C#N)=C(C)NC3=C2C(=O)CC(C)(C)C3)c(OC)c1 (centres undefined)	1	-10
CCC(C)NC(=O)C1(O)c2cc(Br)ccc2NC(=O)N1c1ccc(Cl)cc1 (centres undefined)	9	-5
CCc1ccc(C(=O)Nc2c(C)nc3scc(CC)n3c2=O)cc1	-5	-2
CCNC(=S)n1ccc(C)n1	-7	·
CCc1noc(-c2cccnc2N2CCCN(Cc3cc(F)cc(F)c3)CC2)n1	-56	4
CCN1C(=O)C(C)(C(=O)Nc2ccc(F)c(Cl)c2)Oc2cccnc21 (centres undefined)	23	0
O=C(Nc1ccc(Cl)cc1)/C(=C/c1cccc([N+](=O)[O-])c1)NC(=O)c1cccs1	4	-2
Cc1cccc(CN(C)CCN(C)C)c1	-9	-4
CCCc1cc2c(=O)c(-c3nc(C)cs3)c(C)oc2cc1OC(C)=O	-11	-2
CNC(=O)c1cc(N(C)C)nc2ccccc12	-5	-4
O=C(COc1cccc(Cl)c1)N1CCN(c2nc(CN3CCCCC3)cs2)CC1	3	-2
O=[N+]([O-])c1ccc(CNCc2ccc3c(c2)OCO3)cc1	3	-2
NC(=O)CN(Cc1ccccc1)S(=O)(=O)c1ccc(F)cc1	0	-9
O=C(ON=Cc1ccc(C#Cc2ccccc2)cc1)c1ccc(Cl)cc1	·	-4&-1
